dFosB activator = mouse delta FosB homodimer activation; activation, % at 25 µM; 340,000 compounds, 0.99% hits; purified delta FosB, TAMRA-CDK5 oligo fluorescence polarization; percent of positive-control signal above neutral wells;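 active = mean activation above about 17%, with every replicate also reaching it, limit read from the data, passing the limit was not always enough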;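 note: fluorescence polarization rise as delta FosB binds a TAMRA Cdk5 AP-1 oligo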
Target sequence (P13346 whole entry, looked up): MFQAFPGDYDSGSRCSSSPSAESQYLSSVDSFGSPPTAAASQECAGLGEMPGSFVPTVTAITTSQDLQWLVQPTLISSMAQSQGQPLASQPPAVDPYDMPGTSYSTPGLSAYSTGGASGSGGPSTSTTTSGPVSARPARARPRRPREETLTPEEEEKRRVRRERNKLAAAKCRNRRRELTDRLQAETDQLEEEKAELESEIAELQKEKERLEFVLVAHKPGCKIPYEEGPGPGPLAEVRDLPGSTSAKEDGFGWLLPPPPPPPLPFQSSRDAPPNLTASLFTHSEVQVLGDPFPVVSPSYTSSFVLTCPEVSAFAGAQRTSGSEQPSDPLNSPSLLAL
V-ATPase pHluor = yeast V-ATPase proton transport regulation by pHLuorin. S. cerevisiae, pHLuorin cytosolic pH fluorescence. response, % at 10 µM. 350,000 compounds, 0.37% hits; in the data active = response mostly above about 7.3%, no sharp cut-off; inactive = mostly below about 5.4%; note: actives read high; inactives centre near 0; some compounds called inactive have numbers as strong as hits; reference of the scale not given here
MITF TRPM1 HTS = MITF TRPM1 promoter activation in melanoma cells; AID 588334; activation, % at 12.5 µM; SK-MEL-5 TRPM1-promoter luciferase, 24 h; % of positive control, neutral wells = 0; 300,000 compounds, 0.75% hits;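 active = mean activation of at least 80% with every replicate also reaching 80%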;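 note: 0% = neutral control wells and 100% = parthenolide positive control wells; values of inactives mirror those of a sister screen read the other way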
HTR5A inv ctr = counter-screen for OPRM1-OPRD1 inverse agonists: human HTR5A inverse agonism | P47898 | HTR5A cell line, luminescence | inhibition, % at 9.3 µM | 340,000 compounds, 0.083% hits; in the data active = inhibition mostly above about 23%, no sharp cut-off; inactive = mostly below about 18%;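 note: 0% = cells with DMSO and 100% = no-cell wells with DMSO; some compounds called inactive have numbers as strong as hits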
SR-BI DiI inh = inhibitors of mouse SR-BI mediated HDL lipid uptake; 320,000 compounds, 0.96% hits; AID 488896; ldlA[mSR-BI] CHO cells, DiI-HDL uptake fluorescence, 3 h; Q61009; inhibition, % at 12.5 µM;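 active = mean replicate inhibition of at least 70% and a set share of replicates each scoring 70 or more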;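 note: 0% = median of neutral control wells and 100% = median of positive control wells; values of inactives mirror those of a sister screen read the other way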
Target sequence (Q61009 whole entry, looked up): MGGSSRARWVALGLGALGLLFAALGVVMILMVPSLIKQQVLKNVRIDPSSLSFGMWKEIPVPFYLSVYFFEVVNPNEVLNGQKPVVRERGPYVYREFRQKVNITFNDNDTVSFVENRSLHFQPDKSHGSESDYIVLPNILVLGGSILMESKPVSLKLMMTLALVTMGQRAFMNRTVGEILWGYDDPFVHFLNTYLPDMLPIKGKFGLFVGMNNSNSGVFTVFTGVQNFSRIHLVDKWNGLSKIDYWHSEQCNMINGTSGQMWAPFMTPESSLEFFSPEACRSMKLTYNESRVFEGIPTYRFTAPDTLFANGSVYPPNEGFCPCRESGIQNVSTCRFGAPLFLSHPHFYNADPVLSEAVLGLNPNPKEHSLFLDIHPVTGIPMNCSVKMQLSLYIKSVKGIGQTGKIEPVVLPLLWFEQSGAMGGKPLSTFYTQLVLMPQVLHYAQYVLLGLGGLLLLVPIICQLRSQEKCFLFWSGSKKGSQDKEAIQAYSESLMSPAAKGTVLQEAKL
PvdQ acylase = blocks Pseudomonas aeruginosa PvdQ acylase activity; purified PvdQ acylase, fluorescence plate reader; inhibition, % at 10 µM; AID 488965; 340,000 compounds, 0.063% hits; in the data active = inhibition above about 30%, passing the limit was not always enough;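 note: 0% = vehicle neutral wells and 100% = reference inhibitor wells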
HTR5A ag ctr = HTR5A agonism, opioid heterodimer counter-screen | P47898 | HTR5A agonist assay, luminescence, cell-based | activation, % at 9.3 µM | 340,000 compounds, 0.61% hits | AID 504692; in the data active = activation mostly above about 9.5%, no sharp cut-off; inactive = mostly below about 7.6%;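 note: 0% = cells with vehicle only and 100% = reference agonist; strong numbers were not always called active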
CDK5 inh = CDK5/p35 (human) kinase inhibition. Recombinant CDK5/p35, ADP-Glo luminescence, 60 min. 330,000 compounds, 0.01% hits. inhibition, % at 10 µM. Q00535+Q15078;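 active = highest replicate inhibition of at least 50% and at least 75% of replicates reaching 50%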;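 note: plate controls were DMSO neutral control for no effect and GW8510 at 10 µM for full effect; many of its hits are not listed in these tables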
NSD2 HMT inh = NSD2 (human) methyltransferase inhibition; NSD2 peptide methylation, AlphaScreen, 120 min; AID 743445; O96028; inhibition, % at 12.5 µM; 310,000 compounds, 0.54% hits; in the data active = inhibition above about 50%
Wnt act = Wnt/beta-catenin pathway activation; activation, % at 9.35 µM; 300,000 compounds, 1.2% hits; AID 743398; Wnt/beta-catenin reporter cell assay, activator, plate reader; in the data active = activation above about 30%, passing the limit was not always enough;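 note: 0% = neutral control wells and 100% = positive control wells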
Numbers without * were called inactive; . = not tested or not shown.

SMILES	dFosB activator	V-ATPase pHluor	MITF TRPM1 HTS	HTR5A inv ctr	SR-BI DiI inh	PvdQ acylase	HTR5A ag ctr	CDK5 inh	NSD2 HMT inh	Wnt act
CCC/C(=N\NC(=O)Cc1csc(N2CCOCC2)n1)c1ccccc1	-5	2	-5	26	-46	-12	0	0.3	-1	0
COc1ccc(C(c2nnnn2Cc2ccccc2)N2CCN(C(=O)c3ccco3)CC2)cc1OC (centres undefined)	-2	-1	-5	4	-18	-13	0	-0.1	-5	.
Cc1ccc(NC(=O)COC(=O)c2c(-c3ccccc3)noc2C)c(C)c1	-12	3	-5	1	17	-9	0	-3.1	-3	-1
COCC1CCN(Cc2cn[nH]c2-c2ccc(OC)c(F)c2)C1 (centres undefined)	-8	0	-5	-3	.	-11	-6	-0.9	6	1
O=C(NS(=O)(=O)c1ccccc1)c1ccccc1O	-3	5	1	7	6	-12	-3	-1.6	-1	.
CC1(c2ccccc2)NC(=O)N(CC(=O)N2CCOCC2)C1=O (centres undefined)	1	-1	5	-23	-29	2	-1	-0.6	1	.
CC(C)n1c(O)c(N=NC(=O)Cc2csc(N3CCOCC3)n2)c2ccccc21	-11	-1	-20	10	-12	-14	-4	-0.1	2	-1
Cc1cccc(-n2nc3c(c2NC(=O)c2ccc4c(c2)OCO4)CS(=O)(=O)C3)c1C	-6	-3	0	21	13	-3	0	2.8	-2	-1
O=C(O)[C@H]1CCCC[C@H]1C(=O)NCCNC(=O)[C@@H]1CCCC[C@@H]1C(=O)O	-2	4	15	-7	-19	-14	-7	-1.4	1	.
COc1cnc(-c2cccc(C(F)(F)F)c2)nc1OC	-8	-2	3	-13	0	-2	0	1.2	-2	-1
COCCn1c(C)cc(/C=C(\C#N)C(=O)OCC(=O)N(C)c2c(N)n(Cc3ccccc3)c(=O)[nH]c2=O)c1C	-2	1	-4	-25	-13	-15	-2	1.9	1	4
Nc1ccccc1SC1CC(=O)N(c2ccccc2Cl)C1=O (centres undefined)	13	0	7	-5	-17	-13	2	-1.0	-3	17

Some of the entries above in another layout:
mol | dFosB activator | V-ATPase pHluor | MITF TRPM1 HTS | HTR5A inv ctr | SR-BI DiI inh | PvdQ acylase | HTR5A ag ctr | CDK5 inh | NSD2 HMT inh | Wnt act
COc1ccc(C(c2nnnn2Cc2ccccc2)N2CCN(C(=O)c3ccco3)CC2)cc1OC (centres undefined) | -2 | -1 | -5 | 4 | -18 | -13 | 0 | -0.1 | -5 | .
Cc1ccc(NC(=O)COC(=O)c2c(-c3ccccc3)noc2C)c(C)c1 | -12 | 3 | -5 | 1 | 17 | -9 | 0 | -3.1 | -3 | -1
COCC1CCN(Cc2cn[nH]c2-c2ccc(OC)c(F)c2)C1 (centres undefined) | -8 | 0 | -5 | -3 | . | -11 | -6 | -0.9 | 6 | 1
O=C(NS(=O)(=O)c1ccccc1)c1ccccc1O | -3 | 5 | 1 | 7 | 6 | -12 | -3 | -1.6 | -1 | .

Later entries.
SMILES	dFosB activator	V-ATPase pHluor	MITF TRPM1 HTS	HTR5A inv ctr	SR-BI DiI inh	PvdQ acylase	HTR5A ag ctr	CDK5 inh	NSD2 HMT inh	Wnt act
COCCn1nnnc1CN(Cc1cc2cc(OC)c(OC)cc2[nH]c1=O)C1CCCC1	-6	-2	-19	3	6	-10	5	1.5	1	.
Nc1nccc(-c2cc(-c3ccc(Cl)cc3Cl)no2)n1	93*	-6	21	8	17	-5	-3	-0.1	.	23
CC1CCN(Cc2nnnn2-c2ccc(Cl)cc2)CC1	-2	4	1	2	-46	-9	0	1.3	-2	.
CCOC(=O)C1=C(C)NC2=C(C(=O)CCC2)C1c1cccnc1 (centres undefined)	-8	2	-9	-4	-4	-2	2	-0.9	-5	.
COC(=O)c1cc(NC(=O)c2cc(C)oc2C)cc(C(=O)OC)c1	-13	-1	-2	4	57	-2	3	-0.9	-3	10
O=C1/C(=C\c2ccccc2)CCC/C1=C/c1ccccc1	-16	0	-9	0	13	-5	0	-1.6	0	1
Cc1cccnc1NC(=O)CNC(=O)C1CCCCC1	5	-1	-3	2	-27	-10	7	-1.2	1	4
Cc1nn(C(=O)CN2C(=O)c3ccccc3C2=O)c(C)c1Br	2	-3	-13	-39	4	-13	14	1.0	-1	-1
COc1ccc(NC(=O)N2CCN(CCC#N)CC2)cc1	-7	1	.	12	-2	-9	-1	-0.4	-3	4
Cc1cc(OCCn2ccnc2)cc(C(C)C)c1	-1	-1	-7	-39	4	3	3	-0.9	3	-1
COc1cccc2c1cc1c(=O)n(CC(=O)NC3CCCCC3)nc(C)n12	8	4	-11	9	-3	-8	-2	0.4	.	.
CC(=O)c1cccc(NC(=O)C2CCN(C(=O)c3ccccc3Cl)CC2)c1	-10	-3	-25	-6	-6	-18	2	-2.8	6	-1
CCOc1ccc(NC2=CC(=O)CCC2)cc1	-5	-5	4	7	-2	12	-2	-0.6	2	-1
O=C(Cn1c(C(F)(F)F)nc2ccccc21)Oc1cccc(C(F)(F)F)c1	2	-2	4	-24	-9	7	4	1.3	0	0
COc1ccccc1N(CC(=O)N1CCCC1)S(=O)(=O)c1cc([N+](=O)[O-])ccc1Cl	-7	-1	-6	8	-7	-2	-3	-1.0	2	-1
CCOC(=O)C1CCN(C(=O)C23CC4CC(CC(C4)C2)C3)CC1	-2	1	-1	-32	1	10	4	0.3	-1	-10
CCOC(=O)N1CCC(N2C(=O)c3ccccc3C2Nc2ccccc2)CC1 (centres undefined)	-2	-2	.	24	4	4	-3	-2.0	.	-2
CC(C)CC(=O)NC(=S)NNC(=O)c1ccc(NC(=O)C2CCCCC2)cc1	-4	1	5	8	-1	4	-2	1.7	-1	.
O=C(N/N=C/c1c(Cl)cccc1Cl)C(=O)NC1CC1	15	-1	4	-19	-4	-18	0	-2.0	-2	-1
N#CC1=C(N)OC2=C(CN(Cc3ccccc3)C/C2=C\c2cccnc2)C1c1cccnc1 (centres undefined)	-8	.	2	13	-29	-17	-1	2.1	5	.
CC(NC(=O)c1ccc(CS(=O)(=O)Cc2ccccc2F)o1)c1ccc2c(c1)OCCO2 (centres undefined)	-3	-4	-2	-6	12	-7	2	1.4	-1	.
O=C(CCc1ccccc1)NN1C(=O)C2C3C=CC(C3)C2C1=O (centres undefined)	4	-1	-7	10	-11	2	-3	0.3	-2	-1
Cc1cc(C)n(C(=O)c2ccc(S(=O)(=O)N3CCCC3)cc2)n1	-2	3	5	6	23	-12	-2	-0.3	1	.
CCn1c(N)c(C(=O)NCCOC)sc1=S	-8	-4	-9	7	-15	-12	-4	0.9	5	.
COc1ccc(C(=O)NC(=S)NNC(=O)c2ccc(NC(=O)C(C)C)cc2)cc1	-7	1	-5	26	.	-15	-10	0.2	1	-8
COc1cc(CNn2c(C)n[nH]c2=S)cc(Cl)c1OCC(=O)NC(C)(C)C	-2	-6	.	0	5	-13	-3	2.8	-1	-2
O=C(Nc1cccc(NC(=O)c2cccnc2Cl)c1)c1ccco1	-1	-3	7	0	.	-5	-1	-0.8	0	.
CS(=O)(=O)c1cccc(C(=O)Nc2cccc(S(=O)(=O)N3CCCC3)c2)c1	-18	-1	-5	0	83*	-7	0	-0.9	1	0
CC1CN(C(NC(=O)c2ccccc2)C(Cl)(Cl)Cl)CC(C)O1 (centres undefined)	-3	2	11	-19	-13	1	1	-2.3	-3	-1
CCOC(=O)N=Nc1c(O)n(CC(=O)OC)c2ccccc12	-8	5	1	3	-17	7	-1	-2.9	5	2
CCOC(=O)c1c(C)n(C)c2ccc(O)c(S(=O)(=O)c3ccccc3)c12	-5	0	1	8	-4	5	1	-1.7	-1	1
Cc1c(C(=O)N/N=C/c2ccc(O)c(Br)c2)sc(N)c1C#N	-6	-2	16	18	67	-4	-7	49	0	-3
CCOC(=O)C1=C(CP(=O)(c2ccccc2)c2ccccc2)NC(=O)NC1c1ccc(Cl)cc1 (centres undefined)	-22	-2	-6	-16	-17	-8	3	-0.1	1	-6
COc1ccc(Cl)cc1Nc1nc(N)c2ccccc2n1	14	-2	.	-1	58	-8	0	-1.9	-1	7
COc1ccc(C(C)=O)cc1COC(=O)c1cccnc1SC	0	1	14	10	30	8	-4	2.0	0	-1
Cc1nc(-c2c(C(=O)NNC(=O)Nc3c(C)cccc3C)noc2C)cs1	-6	5	6	20	10	-8	-7	-0.2	-2	2
C#CCOCCOCCOCCNc1nc(N2CCN(C(=O)C([C@@H](C)O)n3cc([C@@H](N)CCCCN)nn3)CC2)nc(N2CCN(C(=O)[C@H](CO)n3cc([C@@H](N)C(C)C)nn3)CC2)n1 (some centres undefined)	31*	-1	5	8	-16	-5	6	1.7	.	1
Cn1c(=O)c2c(nc(Oc3ccccc3)n2C)n(C)c1=O	-5	1	2	2	-5	-17	0	1.3	1	-2
O=C(COC(=O)c1ccc(O)cc1)NCCc1c[nH]c2ccccc12	-8	-7	-25	7	-9	1	6	-2.4	1	-3
O=C(/C(=C(\[O-])c1ccccc1)[n+]1ccc2ccccc2c1)c1ccc([N+](=O)[O-])cc1	2	-1	-14	-19	-39	-1	6	-0.1	-5	-4
Nc1c(Br)cc(Br)c(N2CCCC2=O)c1Br	-4	-1	-6	-5	-22	-18	2	0.5	-2	-4
COCCNc1nnnc2c1sc1nc(N3CCOCC3)c3c(c12)CC(C)(C)OC3	-1	-4	-3	3	12	2	-1	0.7	.	-1
CCC(=O)N1c2ccccc2-c2nnc(SC)nc2OC1c1ccc(OC)c(OC)c1 (centres undefined)	3	0	-1	19	-10	-7	-7	0.5	.	-3
O=C(NCc1ccccc1Cl)c1cccc(NC(=O)c2ccccc2)c1	-7	-1	-12	-1	5	-9	0	-0.8	-5	-13
Cc1ccccc1CN1C2=NCCN2c2ccccc21	3	0	-9	10	-6	4	-3	-2.2	-3	.
CC1Oc2ccccc2N(CC(=O)NCCCN2CCOCC2)C1=O (centres undefined)	-8	-4	-3	10	-27	1	-1	0.1	.	0
COc1ccc2c(c1)O/C(=C\c1ccco1)C2=O	-6	5	72	2	11	-3	-2	1.4	18	11
CC(=O)C(=Cc1cn(-c2ccccc2)nc1-c1ccccc1)C(C)=O	-13	5	18	7	17	-5	-3	-2.4	.	18
CS(=O)(=O)c1ccc(-n2nnc3ccccc32)c([N+](=O)[O-])c1	-2	-1	2	8	2	-13	-3	0.4	3	-2
Clc1cccc(C2Nc3cccc4cccc(c34)N2)c1Cl	-2	-7	-9	-13	39	-4	5	1.6	5	-2
COc1ccc(CC2c3cc(OC)c(OC)cc3CC[N+]2(C)CCC(=O)OCCCCCOC(=O)CC[N+]2(C)CCc3cc(OC)c(OC)cc3C2Cc2ccc(OC)c(OC)c2)cc1OC (centres undefined)	-2	-4	-1	-11	-6	-7	-5	0.6	.	-4
Cc1cc(OC(=O)c2ccc(S(=O)(=O)N3CCCCC3)cc2)c([N+](=O)[O-])c(=O)[nH]1	-8	-1	13	17	-13	-9	-2	0.3	0	-7
CC1CCCN(C(=S)NCCc2ccccc2)C1 (centres undefined)	-8	6	43	-18	-10	5	3	1.0	1	29
COc1ccc(N(C(=O)c2ccco2)C(C(=O)NC2CCCC2)c2ccc(C)cc2)c(OC)c1 (centres undefined)	-13	0	7	-18	11	3	-7	-1.6	1	0
COc1cc2[nH]c(=O)n(CCCCCC(=O)NCCc3c[nH]c4ccccc34)c(=O)c2cc1OC	-5	-2	.	-8	23	10	7	0.4	.	-4
Cc1cc(OC(=O)c2c(C)cc(O)cc2O)cc(O)c1C(=O)O	-4	-1	-8	10	7	-2	6	0.1	.	0
CC(C)(C)c1ccc(NC(=O)N2CCCN(c3ccc([N+](=O)[O-])cn3)CC2)cc1	-14	-2	-14	-3	67	4	1	-0.5	34	-2

Source: PubChem (several laboratories)
